Screening data (PubChem BioAssay)
bovine MsrA act: bovine methionine sulfoxide reductase A activation; purified bovine MsrA, absorbance read-out; activation, % at 10.6 µM; 360,000 compounds, 0.3% hits; AID 602163; in the data active = activation above about 7.5%;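 note: 0% = vehicle and 100% = reference activator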
eLon inh: E. coli protease La inhibition | P0A9M0 | 360,000 compounds, 0.42% hits | AID 602123 | inhibition, % at 7.94 µM | purified E. coli Lon protease, fluorescence polarization; in the data active = inhibition above about 13%, passing the limit was not always enough;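 note: 0% = enzyme with probe and DMSO and 100% = no enzyme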
Rin1-Abl PPI inh: human Rin1-Abl interaction inhibition; P00519+Q13671; TR-FRET Rin1/Abl binding, biochemical; inhibition, % at 7.35 µM; 360,000 compounds, 0.4% hits; AID 588664; in the data active = inhibition above about 5%, passing the limit was not always enough
FAS-TE inh: FAS thioesterase (human) inhibition; P49327; recombinant FAS-TE, OMFH fluorogenic substrate, fluorescence endpoint; inhibition, % at 15 µM; 360,000 compounds, 0.67% hits;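 active = compounds whose normalised, plate-corrected inhibition of enzyme fluorescence in the single-dose primary screen is 50% or more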;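 note: 0% = DMSO with enzyme and 100% = substrate without enzyme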
SKN-1 inh: blocks SKN-1 activity in C. elegans; C. elegans VP596 Pgst-4::GFP/RFP ratio, acrylamide-induced, 24 h; inhibition, % at 21.8 µM; 360,000 compounds, 0.49% hits; AID 624304;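 active = interference check ratio from 0.5 to 1.5 plus GFP to RFP signal ratio inhibition reaching or exceeding a fixed threshold, cut at about 30% in these data, passing the limit was not always enough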; note: some compounds called inactive have numbers as strong as hits
Neddyl block: inhibitors of human cullin neddylation; P61081+Q13564; TR-FRET cullin neddylation, biochemical; calls only at 25 µM; 360,000 compounds, 0.58% hits; in the data active = inhibition above about 36%
CendR NRP1 mod: alters CendR peptide binding to human NRP-1 | inhibition, % at 25 µM | O14786 | 360,000 compounds, 0.85% hits | FAM-RPARPAR peptide binding to NRP-1, fluorescence polarization;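 active = inhibition or corrected inhibition above about 18%, plus a signal ratio from 0.5 to 1.5, limit read from the data, passing the limit was not always enough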; note: strong numbers were not always called active
Target sequence (O14786 whole entry, looked up): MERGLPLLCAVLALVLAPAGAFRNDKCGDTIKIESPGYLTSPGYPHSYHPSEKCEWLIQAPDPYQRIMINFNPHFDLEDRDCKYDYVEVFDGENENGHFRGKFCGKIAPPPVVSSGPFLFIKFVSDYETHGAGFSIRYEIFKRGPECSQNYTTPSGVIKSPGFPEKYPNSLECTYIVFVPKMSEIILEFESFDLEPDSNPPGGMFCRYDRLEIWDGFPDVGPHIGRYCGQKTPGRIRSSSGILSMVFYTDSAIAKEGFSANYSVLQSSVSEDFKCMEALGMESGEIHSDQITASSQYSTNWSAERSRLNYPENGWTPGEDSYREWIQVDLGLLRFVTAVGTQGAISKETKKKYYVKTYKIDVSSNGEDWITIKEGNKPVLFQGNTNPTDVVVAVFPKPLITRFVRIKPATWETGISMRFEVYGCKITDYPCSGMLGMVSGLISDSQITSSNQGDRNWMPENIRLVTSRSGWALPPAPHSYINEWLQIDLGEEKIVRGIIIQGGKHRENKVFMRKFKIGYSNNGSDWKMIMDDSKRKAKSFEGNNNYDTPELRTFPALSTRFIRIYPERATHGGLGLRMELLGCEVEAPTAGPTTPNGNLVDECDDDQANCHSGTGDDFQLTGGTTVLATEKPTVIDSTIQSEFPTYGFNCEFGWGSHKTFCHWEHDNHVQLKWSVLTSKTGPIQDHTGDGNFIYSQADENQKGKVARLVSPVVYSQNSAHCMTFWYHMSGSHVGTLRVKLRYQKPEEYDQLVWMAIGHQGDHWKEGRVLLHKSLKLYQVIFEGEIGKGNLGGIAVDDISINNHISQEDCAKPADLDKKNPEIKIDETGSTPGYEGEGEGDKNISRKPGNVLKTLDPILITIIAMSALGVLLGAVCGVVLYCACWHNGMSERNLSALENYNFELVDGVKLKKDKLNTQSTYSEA
PABP1 MLLE inh: blocks PAM2 peptide binding to the PABP1 MLLE domain; P11940; GST-MLLE / FITC-PAM2 fluorescence polarization; inhibition, % at 20 µM; 360,000 compounds, 0.36% hits; AID 588489; in the data active = inhibition above about 35%, passing the limit was not always enough;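 note: plate controls were DMSO wells with GST-MLLE for no effect and wells lacking GST-MLLE protein for full effect; some results filed as inactive read as strong as hits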
MT1-MMP act inh: MT1-MMP (human) activation inhibition | HT1080 RFP-PRO-GFP cells, GFP/RFP ratio fluorescence, overnight; percent of plate control window, DMSO zero | GFP/RFP ratio change, % at 20 µM | P50281 | 360,000 compounds, 0.061% hits | AID 651647;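 active = GFP/RFP ratio change of at least 30% with cell ATP level not reduced by more than half and red fluorescence within 50% of control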; note: strong numbers were not always called active
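Material: RFP-PRO-GFP reporter HT1080 cells. Dosing: single-point 20 µM compound, 1% DMSO. Controls: DMSO and RFP-L50D-GFP cell wells. Timing: cells overnight before dosing, compound overnight, 37 °C, 5% CO2. Measure: GFP/RFP fluorescence ratio.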
* = called active by the depositor. Compounds as they come; any-hit rate near 4%.

For Cc1cc(Br)c(NC(=O)C(C)Sc2nnnn2C)c(Br)c1 (configuration not stated) the results were bovine MsrA act -4, eLon inh -10, Rin1-Abl PPI inh -2, FAS-TE inh -12, SKN-1 inh 1, Neddyl block inactive, CendR NRP1 mod 8, PABP1 MLLE inh 8 and MT1-MMP act inh 2.
For CCOC(=O)c1c(NC(=O)CSc2nnnn2C)sc(C)c1-c1ccc(C)cc1 the results were bovine MsrA act -9, eLon inh -1, Rin1-Abl PPI inh 1, FAS-TE inh 31, SKN-1 inh -3, Neddyl block inactive, CendR NRP1 mod 18, PABP1 MLLE inh -10 and MT1-MMP act inh 2.
`CC(Sc1nnnn1C)C(=O)Nc1ccc(Oc2ccccc2)cc1` (configuration not stated) gave bovine MsrA act -13, eLon inh 4, Rin1-Abl PPI inh 3, FAS-TE inh 1, SKN-1 inh 11, Neddyl block inactive, CendR NRP1 mod 2, PABP1 MLLE inh -9 and MT1-MMP act inh 1.
`COc1cccc(CNc2nc3nc4c(c(=O)n3[nH]2)CCC4)c1` gave bovine MsrA act 0, eLon inh -4, Rin1-Abl PPI inh 0, FAS-TE inh 0, SKN-1 inh -12, Neddyl block inactive, CendR NRP1 mod 3, PABP1 MLLE inh 7 and MT1-MMP act inh 2.
For COC(=O)CNC(=O)C12CC3CC(C1)CC(c1ccc(C)cc1)(C3)C2 the results were bovine MsrA act -3, eLon inh -7, Rin1-Abl PPI inh -1, FAS-TE inh 5, SKN-1 inh -11, Neddyl block inactive, CendR NRP1 mod -4, PABP1 MLLE inh -2 and MT1-MMP act inh 2.
COc1ccc2ccccc2c1CNCc1ccc(C)cc1 was read as bovine MsrA act -1, eLon inh -9, Rin1-Abl PPI inh -2, FAS-TE inh -6, SKN-1 inh 3, Neddyl block inactive, CendR NRP1 mod 9, PABP1 MLLE inh -3 and MT1-MMP act inh 0.
`Cc1nc2sc(C(c3cccc(F)c3)N3CC(C)OC(C)C3)c(O)n2n1` (configuration not stated) gave bovine MsrA act 1, eLon inh 0, Rin1-Abl PPI inh -4, FAS-TE inh 0, SKN-1 inh 29, Neddyl block inactive, CendR NRP1 mod -10, PABP1 MLLE inh 5 and MT1-MMP act inh 1.
For CCOc1ccc(NC(=O)CN(C)C(=O)CSc2ccccc2)cc1OCC the results were bovine MsrA act -1, eLon inh -3, Rin1-Abl PPI inh -4, FAS-TE inh -7, SKN-1 inh 11, Neddyl block inactive, CendR NRP1 mod -1, PABP1 MLLE inh -10 and MT1-MMP act inh -9.
Screening COc1ccc(NC(=O)C2c3cc(OC)c(OC)cc3C(=O)N(C)C2c2cccnc2)cc1OC (configuration not stated) returned bovine MsrA act 2, eLon inh 6, Rin1-Abl PPI inh 0, FAS-TE inh -1, SKN-1 inh 4, Neddyl block inactive, CendR NRP1 mod 7, PABP1 MLLE inh 8 and MT1-MMP act inh 2.
Cn1c(=S)[nH]c2ccccc21 was read as bovine MsrA act 2, eLon inh -3, Rin1-Abl PPI inh 3, FAS-TE inh -8, SKN-1 inh 15, Neddyl block inactive, CendR NRP1 mod -2, PABP1 MLLE inh -87 and MT1-MMP act inh 2.
For Cc1c(NC(=O)CSc2nnc(-c3ccncc3)n2C)c(=O)n(-c2ccccc2)n1C the results were bovine MsrA act 0, eLon inh -7, Rin1-Abl PPI inh -6, FAS-TE inh -6, SKN-1 inh 6, Neddyl block inactive, CendR NRP1 mod -5, PABP1 MLLE inh -38 and MT1-MMP act inh 3.
Screening CCOC(=O)[C@]12CCC=C1N(Cc1ccc(Cl)cc1Cl)C(=O)[C@H](CC(=O)NCc1cccc3ccccc13)C2 returned bovine MsrA act -1, eLon inh -6, FAS-TE inh 16, SKN-1 inh 4, Neddyl block inactive, CendR NRP1 mod -6 and MT1-MMP act inh -4.
For COc1ccc(CN2C(=O)C(O)(CC(=O)c3c(C)n[nH]c3C)c3ccccc32)cc1OC (configuration not stated) the results were bovine MsrA act 2, eLon inh 1, Rin1-Abl PPI inh 0, FAS-TE inh -6, SKN-1 inh -7, Neddyl block inactive, CendR NRP1 mod -2, PABP1 MLLE inh -6 and MT1-MMP act inh 7.
`S=C(Nc1ccc(Oc2ccccc2)cc1)NC1CCCCC1` gave bovine MsrA act -2, eLon inh 1, Rin1-Abl PPI inh 1, FAS-TE inh 20, SKN-1 inh 9, Neddyl block inactive, CendR NRP1 mod 3, PABP1 MLLE inh -54 and MT1-MMP act inh -7.
For Cn1ccc2c(N(Cc3ccccc3)Cc3ccccc3)cc3c(c21)C1CCC3O1 (configuration not stated) the results were bovine MsrA act -2, eLon inh 4, Rin1-Abl PPI inh -2, FAS-TE inh 10, SKN-1 inh 8, Neddyl block inactive, CendR NRP1 mod -2, PABP1 MLLE inh 9 and MT1-MMP act inh -2.
`CCn1c(=O)cc(SCC(=O)N2CCC(C)CC2)c2ccccc21` gave bovine MsrA act -12, eLon inh -8, Rin1-Abl PPI inh -140, FAS-TE inh 1, SKN-1 inh -21, Neddyl block inactive, CendR NRP1 mod 12, PABP1 MLLE inh -4 and MT1-MMP act inh 15.
For CCC(C)(C)NC(=O)CN(CC1CCCO1)C(=O)CNS(=O)(=O)c1ccccc1 (configuration not stated) the results were bovine MsrA act -3, eLon inh 4, Rin1-Abl PPI inh 0, FAS-TE inh -4, SKN-1 inh 15, Neddyl block inactive, CendR NRP1 mod 9, PABP1 MLLE inh -12 and MT1-MMP act inh 7.
Screening COc1ccc(O)c(/C=N/NC(=O)c2ccc(N3CCCC3=O)cc2)c1 returned bovine MsrA act -2, eLon inh -15, Rin1-Abl PPI inh 0, FAS-TE inh 2, SKN-1 inh 17, Neddyl block inactive, CendR NRP1 mod 5, PABP1 MLLE inh -4 and MT1-MMP act inh 5.
`Cc1ccc(S(=O)(=O)N2CCN(C(=O)c3c(C)nn(-c4ccccc4)c3Cl)CC2)cc1` gave bovine MsrA act 0, eLon inh 4, Rin1-Abl PPI inh 5, FAS-TE inh 19, SKN-1 inh -3, Neddyl block inactive, CendR NRP1 mod -17, PABP1 MLLE inh 5 and MT1-MMP act inh 2.
For COc1ccc(NC(=S)NCC(c2cccnc2)N2CCOCC2)cc1 (configuration not stated) the results were bovine MsrA act -9, eLon inh -1, Rin1-Abl PPI inh -4, FAS-TE inh -10, SKN-1 inh 8, Neddyl block inactive, CendR NRP1 mod 20, PABP1 MLLE inh -10 and MT1-MMP act inh -5.
Cc1ccc(N=Cc2c(O)n(C)c(=O)n(C)c2=O)nc1 was read as bovine MsrA act -3, eLon inh 4, Rin1-Abl PPI inh 0, FAS-TE inh -6, SKN-1 inh 2, Neddyl block inactive, CendR NRP1 mod -5, PABP1 MLLE inh 0 and MT1-MMP act inh 1.
For Cc1ccc(C(=O)COC(=O)CCNS(=O)(=O)c2ccccc2F)cc1 the results were bovine MsrA act -2, eLon inh -11, Rin1-Abl PPI inh 3, FAS-TE inh 10, SKN-1 inh -10, Neddyl block inactive, CendR NRP1 mod 3, PABP1 MLLE inh -1 and MT1-MMP act inh 4.
For CCOC(=O)C(CC)Sc1nnc2n1C(C)(C)Cc1ccccc1-2 (configuration not stated) the results were bovine MsrA act -2, eLon inh 0, Rin1-Abl PPI inh -3, FAS-TE inh -3, SKN-1 inh -5, Neddyl block inactive, CendR NRP1 mod -9, PABP1 MLLE inh 6 and MT1-MMP act inh 3.
CCN(CC)S(=O)(=O)c1cccc(C(=O)NCCc2ccccc2)c1 was read as bovine MsrA act -4, eLon inh -3, Rin1-Abl PPI inh 3, FAS-TE inh -2, SKN-1 inh -15, Neddyl block inactive, CendR NRP1 mod 3, PABP1 MLLE inh 14 and MT1-MMP act inh 1.
Screening COc1ccc(N2CCN(Cc3nc4scc(-c5cccs5)c4c(=O)[nH]3)CC2)cc1 returned bovine MsrA act -2, eLon inh -12, Rin1-Abl PPI inh -3, FAS-TE inh 8, SKN-1 inh 7, Neddyl block inactive, CendR NRP1 mod -63, PABP1 MLLE inh -79 and MT1-MMP act inh -9.
For CC1CC1C(=O)NCCc1ccc(Cl)cc1 (configuration not stated) the results were bovine MsrA act -3, eLon inh 3, Rin1-Abl PPI inh 0, FAS-TE inh -3, SKN-1 inh 0, Neddyl block inactive, CendR NRP1 mod 8, PABP1 MLLE inh -1 and MT1-MMP act inh 2.
Screening COc1ccccc1N(C)S(=O)(=O)c1ccc(C(=O)Nc2cc(OC)c(OC)c(OC)c2)cc1 returned bovine MsrA act -3, eLon inh 1, Rin1-Abl PPI inh 1, FAS-TE inh 18, SKN-1 inh 7, Neddyl block inactive, CendR NRP1 mod 18, PABP1 MLLE inh -3 and MT1-MMP act inh 3.
`CC(=O)N1CCN(S(=O)(=O)c2cccc(C(=O)Nc3ccc4c(c3)OCO4)c2)CC1` gave bovine MsrA act -13, eLon inh -3, Rin1-Abl PPI inh 1, FAS-TE inh 0, SKN-1 inh -2, Neddyl block inactive, CendR NRP1 mod 0, PABP1 MLLE inh -7 and MT1-MMP act inh -5.
Screening COc1cccc(NC(=O)CN(C)C(=O)c2ccccn2)c1 returned bovine MsrA act -4, eLon inh 5, Rin1-Abl PPI inh 2, FAS-TE inh -8, SKN-1 inh 5, Neddyl block inactive, CendR NRP1 mod -12, PABP1 MLLE inh 11 and MT1-MMP act inh 1.
For CC(=O)c1c(C)[nH]c(C(=O)NCC2CCCCC2)c1C the results were bovine MsrA act 0, eLon inh -10, Rin1-Abl PPI inh 2, FAS-TE inh 0, SKN-1 inh 3, Neddyl block inactive, CendR NRP1 mod 18, PABP1 MLLE inh 3 and MT1-MMP act inh 4.
O=C(NC1CCCC1)C1CCCN1C(=O)Nc1ccc(Cl)cc1 (configuration not stated) was read as bovine MsrA act -1, eLon inh -3, Rin1-Abl PPI inh 0, FAS-TE inh -4, SKN-1 inh -3, Neddyl block inactive, CendR NRP1 mod 3, PABP1 MLLE inh 6 and MT1-MMP act inh -2.
Screening COc1ccc(C(=O)C2CCN(CC(=O)Nc3ccc(C)cc3)CC2)cc1 returned bovine MsrA act -4, eLon inh 11, Rin1-Abl PPI inh 1, FAS-TE inh 6, SKN-1 inh -8, Neddyl block inactive, CendR NRP1 mod 2, PABP1 MLLE inh 6 and MT1-MMP act inh 4.
CCOC(=O)CNC=C(C(=O)OCC)C(=O)OCC was read as bovine MsrA act -5, eLon inh -3, Rin1-Abl PPI inh 2, FAS-TE inh -11, SKN-1 inh 26, Neddyl block inactive, CendR NRP1 mod 0, PABP1 MLLE inh -11 and MT1-MMP act inh -1.
`CCOC(=O)C1(Cc2ccc(Cl)cc2)CCN(C(=O)c2cc(C)nc(C)n2)CC1` gave bovine MsrA act -14, eLon inh -7, Rin1-Abl PPI inh 4, FAS-TE inh -9, SKN-1 inh -4, Neddyl block inactive, CendR NRP1 mod 10, PABP1 MLLE inh -5 and MT1-MMP act inh 0.
Cc1ccc(C(=O)N/C(=C/c2ccco2)C(=O)NC2CCS(=O)(=O)C2)cc1 (configuration not stated) was read as bovine MsrA act -3, eLon inh 2, Rin1-Abl PPI inh 3, FAS-TE inh -2, SKN-1 inh 7, Neddyl block inactive, CendR NRP1 mod 3, PABP1 MLLE inh -3 and MT1-MMP act inh -2.
Screening Cc1ccc(NC(=O)Cn2nnc3ccccc3c2=O)cc1C returned bovine MsrA act -4, eLon inh -7, Rin1-Abl PPI inh -5, FAS-TE inh -2, SKN-1 inh -6, Neddyl block inactive, CendR NRP1 mod 1, PABP1 MLLE inh -4 and MT1-MMP act inh 6.
